Screens: PubChem BioAssay, ICCB-Longwood Screening Facility, Harvard Medical School
PV pol inh: poliovirus RdRp elongation inhibitors, primary screen, biochemical, fluorescence polarization, total intensity; poliovirus polymerase elongation; stronger effect = lower value; % elongation, % (compound at 16.7 µg/mL); 150,000 tested, 0.66% active; in the data active = % elongation below about 90%; note: some results filed as inactive read as strong as hits
Target sequence (P03300 1749-2209 limits assumed): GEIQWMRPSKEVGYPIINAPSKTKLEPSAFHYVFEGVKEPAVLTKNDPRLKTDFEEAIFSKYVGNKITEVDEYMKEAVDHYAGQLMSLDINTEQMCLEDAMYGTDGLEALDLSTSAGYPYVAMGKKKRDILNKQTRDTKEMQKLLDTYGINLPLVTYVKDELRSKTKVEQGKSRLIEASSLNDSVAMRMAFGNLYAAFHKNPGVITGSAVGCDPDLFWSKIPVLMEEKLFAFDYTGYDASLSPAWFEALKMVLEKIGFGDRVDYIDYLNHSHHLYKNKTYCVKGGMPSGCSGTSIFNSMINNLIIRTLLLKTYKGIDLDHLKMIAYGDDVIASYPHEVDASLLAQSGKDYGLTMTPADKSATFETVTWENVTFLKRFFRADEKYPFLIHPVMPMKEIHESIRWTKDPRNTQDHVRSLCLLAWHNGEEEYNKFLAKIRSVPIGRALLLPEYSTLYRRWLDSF
PV pol inh FP z-score: also measured in PV pol inh; calls as there; z-score; measured here: FP z-score; hits read low
Numbers without * were called inactive. An excerpt (hit frequency here may not be typical).

SMILES	PV pol inh	PV pol inh FP z-score
O=C(O)c1ccccc1C1SCC(=O)N1NC(=S)Nc1ccccc1 (configuration not stated)	108.0	0.5
O=C(Nc1csc(Cc2c(Cl)cccc2Cl)n1)NN1CCOCC1	106.0	0.5
CCn1c(=O)sc2cc(NS(=O)(=O)c3ccc(C)cc3)ccc21	111.0	-0.2
COc1ccc(NC(=O)CN2C(=O)CSCC2=O)cc1	102.0	0.1
COc1ccc(NCc2nnc3n2CCCCC3)c(OC)c1	106.0	-0.4
CCOc1ccccc1N1CCN(C(=O)c2ccc3c(c2)S(=O)(=O)N=C2CCCCCN23)CC1	101.0	-0.2
Cn1nnc2c(N3CCN(c4cccc(C(F)(F)F)c4)CC3)ncnc21	103.0	-1
CCCn1c(CCCNC(=O)c2ccccc2OC)nc2ccccc21	104.0	-0.3
O=C(Oc1ccc(Br)cc1)c1ccco1	101.0	-0.3
COCCNC(=O)CN1CCC(c2nc3ccccc3s2)CC1	104.0	0.2
CC1CCCC(NS(=O)(=O)c2ccc3[nH]c4c(c3c2)CCCC4)C1C (configuration not stated)	103.0	0.1
O=C(Cn1ccc2cc(S(=O)(=O)N3CCCCCC3)ccc21)NCc1cccc(Cl)c1	102.0	-0.1
CN(c1ccc(Br)cc1)c1ncnc2c1nc1n2CCCCC1	99.0	-0.9
CC1=C(C(=O)OCc2ccc(C)cc2)C(c2cc3c(cc2Br)OCO3)CC(=O)N1 (configuration not stated)	103.0	0.4
CCn1c(/C(C#N)=C/c2ccccc2Cl)nc2ccccc21	103.0	0
NS(=O)(=O)c1ccc(CCNc2ncnc3c2cnn3-c2ccc(F)cc2)cc1	102.0	0.5
CN1c2ccccc2Oc2nnc(N3CCN(Cc4ccccc4)CC3)cc21	102.0	0.1
FC(F)(F)c1ccc(Sc2nnc(-c3cccs3)n2CC2CCCO2)nc1 (configuration not stated)	100.0	-0.4
COc1ccc(C2NC(=O)c3[nH]nc(-c4cccc(OC)c4)c32)cc1 (configuration not stated)	104.0	0.5
CC1CN(S(=O)(=O)c2cc(C(=O)N3CCNC(=O)C3)ccc2Cl)CC(C)O1 (configuration not stated)	104.0	0
CN(C)c1ccc(C=Nc2ccc3c(c2)ncn3C(C)(C)C)cc1	97.0	-0.6
Nc1ccccc1C(=O)N1CCNC(=O)C1	103.0	0.9
COc1ccc(CCNC(=O)C(CC(C)C)N2Cc3ccccc3C2=O)c(OC)c1OC (configuration not stated)	108.0	0.1
CSCC(=O)NCc1ccc(CN2CCCC2)cc1	103.0	0.1
Brc1ccc(-c2nc(N3CCN(c4ccccc4)CC3)c3ccccc3n2)cc1	100.0	-1.6
Cc1cccc(N(C)C(=O)/C=C/C(=O)O)c1	102.0	0
O=C1c2ccccc2C(=O)N1CCC12CC3CC(CC(C3)C1)C2	101.0	0
Cc1ccc(NC(=O)C(NC(=O)c2ccccc2)C(C)C)cc1 (configuration not stated)	101.0	-0.1
O=C1CC(c2nc3ccccc3n2Cc2c(F)cccc2Cl)CN1c1cccc(C(F)(F)F)c1 (configuration not stated)	107.0	0.6
COC(=O)C1C(c2ccccc2)C(C(=O)N2CCOCC2)C1c1ccccc1 (configuration not stated)	103.0	0.5
CCS(=O)(=O)n1nc(-c2ccco2)nc1NCc1ccc(C(C)C)cc1	113.0	1.4
CCCC(CCC)=NNc1ncnc2sc(C)c(C)c12	105.0	0.3
CCOC(=O)CSc1nc2ccc(NC(=O)c3cccc(F)c3)cc2s1	104.0	-0.7
CCN1CCOC(=O)C1CC(=O)Nc1ccc(C(C)=O)cc1 (configuration not stated)	105.0	-0.1
Cc1ccc2cc(CN(C)C(=O)c3cccc(Cl)c3)c(=O)[nH]c2c1	118.0	0.2
CNC(=O)NC1CC(=O)N(c2ccc(OC)cc2)C1 (configuration not stated)	105.0	0.9

By substructure, the compounds so far with a furan ring, fused or not.
SMILES	PV pol inh	PV pol inh FP z-score
O=C(Oc1ccc(Br)cc1)c1ccco1	101.0	-0.3
CCS(=O)(=O)n1nc(-c2ccco2)nc1NCc1ccc(C(C)C)cc1	113.0	1.4

(list continues)
SMILES	PV pol inh	PV pol inh FP z-score
O=C(NCCc1nc(-c2ccc(Cl)cc2)no1)c1cccs1	99.0	-0.7
O=c1c2c3nc4ccccc4nc3n(C3CCCC3)c2ncn1Cc1ccccc1	103.0	0.5
Cc1c2cnn(CC(=O)N3CCN(c4ccccc4)CC3)c(=O)c2c(C)n1Cc1ccccc1Cl	108.0	0.4
COC(=O)c1ccc(NC(=O)CSC2=NC(c3ccccc3)CC(=O)N2)cc1 (configuration not stated)	103.0	1.6
O=C(Cn1c(=O)n(-c2ccccc2)c(=O)c2ccc(C(=O)NCc3ccc4c(c3)OCO4)cc21)Nc1ccc(F)cc1	99.0	-0.7
COC(=O)/C=C1\SC(=Nc2ccc(OC)cc2)NC1=O	98.0	-0.6
CCC(C)c1ccccc1N=Cc1cccs1 (configuration not stated)	100.0	-0.5
Cc1nn(C)c2c1c(-c1ccccc1)cc(=O)n2Cc1c(F)cccc1Cl	108.0	0.5
O=C(NCc1ccc(Cl)cc1)c1ccc2nc[nH]c2c1	97.0	-0.7
COc1ccc(-c2cc(C(=O)N(C)Cc3ccccc3)no2)cc1S(=O)(=O)N1CCOCC1	101.0	0.1
C(=N\C(/N=C/c1ccccc1)c1ccccc1)/c1ccccc1	110.0	0.8
CCOC(=O)C1CCN(C(=O)c2nn(C)c(=O)c3ccccc23)CC1	103.0	0.1
CC(C)n1c(-c2nonc2N)nc2ccccc21	104.0	0.7
CC(NC(=O)c1ccco1)C(=O)N(C)Cc1ccc(C(F)(F)F)cc1 (configuration not stated)	104.0	0.2
COC(=O)c1ccc(C2C3C(=CC4CCC3N4C)C(C#N)=C(N)C2(C#N)C#N)cc1 (configuration not stated)	101.0	-0.2
CCOc1ccc(OCC)c(NC(=O)CN(C)S(=O)(=O)c2ccc3[nH]c(=O)oc3c2)c1	108.0	0.5
O=C(Nc1ccc(C(F)(F)F)cc1)c1cc(S(=O)(=O)N2CCCc3ccccc32)ccc1F	112.0	0.9
COc1ccccc1NC(=O)c1cnc(SCC(=O)N2CCCc3ccccc32)n(C)c1=O	106.0	-0.3
CCc1cccc(C)c1NC(=O)c1cc(CN2CCCC2)on1	104.0	-0.5
CC(=O)c1ccc(N2CCN(S(=O)(=O)c3ccc4[nH]c5c(c4c3)CCCC5)CC2)cc1	106.0	0.1
Cc1ccc(NC(=O)CCc2nnc3n(C)c(=O)c4sccc4n23)cc1C	104.0	-0.2
O=C(COc1ccc2ccc(=O)oc2c1)N1CCOCC1	105.0	0.2
COc1ccc(CCNC(=O)CCc2c(C)nc3c4cccnc4nn3c2C)cc1OC	100.0	-0.6
COc1ccc(CCCC(=O)O)cc1	101.0	-0.2
COc1ccc(CNC(=O)C2CCN(c3nc4ccc(C)cc4[nH]3)CC2)cc1	112.0	1.1
O=C(COC(=O)c1ccc(O)cc1)NCc1ccccc1	103.0	0.6
CCc1ccccc1N1C(=O)CN(S(=O)(=O)CC)CC1(C)C(=O)NC1CCCCC1 (configuration not stated)	98.0	-1.7
N#CC1(NC(=O)Cn2cnc3c(Cl)cc(Cl)cc3c2=O)CCCCC1	104.0	-0.1
CCCCC(=O)Nc1ccc(C(=O)N2CCN(C)CC2)cc1	100.0	0.1
CNC(=O)c1csc(Cc2c(Cl)sc3ccc(Cl)cc23)n1	106.0	0.5
CN(c1ccc(O)cc1)S(=O)(=O)c1ccc(Cl)c(C(F)(F)F)c1	100.0	-0.1
Cc1ccc(-c2cc(C(=O)NCCc3ccccc3)c3c(-c4ccc(C)cc4)[nH]nc3n2)cc1	113.0	0.5
Cc1cccc(N2CCN(C(=O)c3ccncc3)CC2C)c1 (configuration not stated)	103.0	0.1
CC(C)(C)c1ccc(-c2cc(NS(=O)(=O)c3ccccc3)c(C(N)=O)s2)cc1	99.0	-0.9
CC(NC(=O)CSc1nnnn1C)c1ccccc1 (configuration not stated)	102.0	-0.6
Cc1ccc2c(CC(=O)N3CCc4ccccc43)coc2c1	104.0	0.8

As a short view, part of the list above.
SMILES	PV pol inh	PV pol inh FP z-score
CNC(=O)c1csc(Cc2c(Cl)sc3ccc(Cl)cc23)n1	106.0	0.5
CN(c1ccc(O)cc1)S(=O)(=O)c1ccc(Cl)c(C(F)(F)F)c1	100.0	-0.1
Cc1ccc(-c2cc(C(=O)NCCc3ccccc3)c3c(-c4ccc(C)cc4)[nH]nc3n2)cc1	113.0	0.5
Cc1cccc(N2CCN(C(=O)c3ccncc3)CC2C)c1 (configuration not stated)	103.0	0.1
CC(C)(C)c1ccc(-c2cc(NS(=O)(=O)c3ccccc3)c(C(N)=O)s2)cc1	99.0	-0.9
CC(NC(=O)CSc1nnnn1C)c1ccccc1 (configuration not stated)	102.0	-0.6

The listing continues:
SMILES	PV pol inh	PV pol inh FP z-score
COc1ccc(CN2Cc3ccccc3C2)cc1	99.0	-0.8
O=S(=O)(c1ccccc1)c1nc(N2CCCc3ccccc32)sc1Cl	101.0	-0.1
COC(Cn1c(-c2ccccc2)n[nH]c1=S)OC	107.0	0.7
COc1ccc(OC)c(-c2n[nH]c(C(=O)O)c2C)c1	102.0	0.3
CCCN(C(=O)c1cc2cc3ccc(OC)cc3nc2o1)c1ccc(CC)cc1	103.0	0.3
CC(C)Nc1ccc(-n2nc3ccccc3[n+]2[O-])cc1	103.0	0.1
CN(C)/C=N/n1cnc2sc3c(c2c1=O)CCCC3	105.0	0.3
CCCc1ccc(O)c(N)c1	114.0	1
CCc1nn2c(=O)cc(COc3ccccc3C)nc2s1	100.0	-0.7
CC1CN(CN2C(=O)C(=Nc3ccc4ccccc4c3)c3ccccc32)CC(C)O1 (configuration not stated)	110.0	0.6
CCSc1nc(C)c(CC)c(C)c1C(N)=O	105.0	1.6
CCN(CC)c1cc2c(cc1F)c(=O)c(S(=O)(=O)c1ccccc1)cn2C	101.0	-0.3
CC(C)(C)NC(=O)C(C)(C)Oc1ccc(Cl)cc1	98.0	-0.4
Nc1cc(Cl)ccc1C(=O)OCC(=O)c1ccc(F)cc1	102.0	0.1
Fc1cccc(F)c1CNCC1NCCc2ccccc21 (configuration not stated)	101.0	-0.5
CCCCNC(=O)CCC(=O)NNc1nc2ccccc2c2nc(-c3ccccc3)nn12	106.0	0.3
O=C(CNC(=O)C1CCCCC1)OCc1cc(-c2ccccc2)on1	102.0	0
Cc1cc(C)c(Cn2c(=O)n(CCCC(=O)NCc3ccc4c(c3)OCO4)c(=O)c3sccc32)c(C)c1	109.0	0.8
COc1ccc(Cn2c(CCC(=O)Nc3cccc(Cl)c3)nc3cccnc32)cc1	103.0	-0.2
Cc1ccc(NC(=O)CSc2ncccc2C(=O)Oc2ccccc2Cl)cc1Cl	115.0	1.1
Cc1ccc2scc(N3CCCCC3)c(=O)c2c1	104.0	-0.5
Cc1cccn2cc(CNC(=O)c3ccccc3)nc12	103.0	0.1
O=C(COCc1cc(-c2ccco2)on1)Nc1cccc(Cl)c1Cl	108.0	0.1
CC1(C)OC(=O)C(=C2C3C4CC5C3C(=C3C(=O)OC(C)(C)OC3=O)C3C2C4C53)C(=O)O1 (configuration not stated)	98.0	-0.2

Full records from above.
O=C(CNC(=O)C1CCCCC1)OCc1cc(-c2ccccc2)on1 in the list: PV pol inh = 102.0; PV pol inh FP z-score = 0
CC1(C)OC(=O)C(=C2C3C4CC5C3C(=C3C(=O)OC(C)(C)OC3=O)C3C2C4C53)C(=O)O1 (configuration not stated) in the list: PV pol inh = 98.0; PV pol inh FP z-score = -0.2

(continued)
SMILES	PV pol inh	PV pol inh FP z-score
CSc1ncc(C(=O)Nc2ccnn2Cc2ccccn2)n1-c1ccc(F)cc1	110.0	0.8
Cn1ncc2c(Nc3cccc(C#N)c3)ncnc21	110.0	0.5
Cc1ccc(NC(=O)CSc2c3c(nc4ccccc24)CCCC3)cc1F	102.0	-0.3
CC(C)(C)OC(=O)N1CCN(C(=O)Nc2ccc(C(=O)O)cc2)CC1	101.0	-0.5
NC(=O)c1sc(-c2ccsc2)cc1NC(=O)/C=C/c1ccsc1	106.0	0.3
CN(C)C(=O)COC(=O)c1ccc2ccccc2n1	109.0	0.4
O=C(CCSc1nnnn1-c1ccccc1)Nc1ccc2c(c1)OCO2	101.0	0
Cc1ccc(CS(=O)(=O)CCC(=O)NC2CC2)cc1	99.0	-1.4
CCc1ccc(-c2nc(CS(=O)CC(=O)NCc3ccccc3)c(C)o2)cc1 (configuration not stated)	98.0	-1
Cc1cccc(-c2noc(-c3ccccc3)n2)c1	101.0	-0.5
Cn1c(=O)n(C)c2cc(/C=C(\C#N)C(N)=C(C#N)C#N)ccc21	101.0	-0.3
COc1ccc(CCNC(=O)Cn2c(=O)c3sccc3n(CC(=O)Nc3cccc(C(F)(F)F)c3)c2=O)cc1OC	104.0	-0.3
O=c1c(Cl)c(O)c2ccccc2n1Cc1ccccc1	94.0	-1.6
COc1ccc(OC)c(CNS(=O)(=O)c2ccc(-c3coc(C)n3)cc2)c1	113.0	1.3
Cc1nc2cc(NC(=O)NC(C)(C)C)ccc2n1C	105.0	1.1
C=CCNc1sc(C(=O)c2ccc(Cl)cc2)c(N)c1C#N	101.0	-0.2
Cc1cc(=O)oc2cc(NC(=O)C3CCCC3)ccc12	103.0	1.4
CCNc1nc(-c2cc3ccccc3o2)cs1	105.0	0.3
CCCC(=O)Nc1cccc(-c2nc3ccccc3o2)c1	100.0	0.1
Cc1ccc(C2CCN(C(=O)Nc3ccc(Cl)c(Cl)c3)C2)cc1 (configuration not stated)	105.0	-0.1
CCOc1ccc(S(=O)(=O)N2CCC(C(=O)N/N=C/c3cc(C)n(CC(C)C)c3C)CC2)cc1	96.0	-0.4
N#Cc1ccc(COC(=O)Cc2noc3ccccc23)cc1	109.0	0.7
CC(C)Cn1cc(NC(=O)N2CCN(c3cccc(Cl)c3)CC2)c2ccccc2c1=O	106.0	0.1
CCOc1ccc(NC(=O)CSc2nc3ccccc3nc2N2CCOCC2)cc1	106.0	0.3
O=C(Nc1ccc(N2CCOCC2)cc1)Nc1cccc(C(F)(F)F)c1	102.0	0.1
CCOc1ccc(NC(=O)CC2C(=O)N(Cc3ccco3)C(=S)N2CCNC(C)=O)cc1 (configuration not stated)	100.0	0
Cc1nc(Cc2nnc(SCc3cc4ccccc4nc3Cl)o2)cs1	107.0	0.4
CCOC(=O)COc1ccc2c(c1)c(C(=O)OCC)c(C)n2CC	105.0	0.5
